# STAT1 inh: inhibitors of IFN-gamma induced STAT1 signaling; 200,000 tested, 0.35% active; NIH 3T3 STAT1-luciferase reporter, luminescence; AID 920; inhibition, % at 5.5 µM;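 active = inhibition above a set limit, the mean inhibition across all tested compounds plus 3 SD, cut at about 34% in these data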;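 note: 0% = IFN-gamma with DMSO and 100% = IFN-gamma with 300 µM nifuroxazide; values of inactives mirror those of a sister screen read the other way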
# NF-kB neuron act: raises NF-kB expression in human neuronal cells | 190,000 tested, 1.6% active | fold change at 12.5 µM | NF-kB reporter expression; active compounds read high; in the data active = fold change above about 3.3
# TLR4-MyD88 BLA: blocks binding of human TLR4 to MyD88. O00206+Q99836. HeLa CL3-4 TLR4/MyD88 BLA complementation, FRET ratio. inhibition, % at 8.4 µM. 200,000 tested, 0.18% active; in the data active = inhibition above about 25%;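 note: 0% = vehicle and 100% = reference inhibitor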
# Target sequence (O00206 whole entry, looked up): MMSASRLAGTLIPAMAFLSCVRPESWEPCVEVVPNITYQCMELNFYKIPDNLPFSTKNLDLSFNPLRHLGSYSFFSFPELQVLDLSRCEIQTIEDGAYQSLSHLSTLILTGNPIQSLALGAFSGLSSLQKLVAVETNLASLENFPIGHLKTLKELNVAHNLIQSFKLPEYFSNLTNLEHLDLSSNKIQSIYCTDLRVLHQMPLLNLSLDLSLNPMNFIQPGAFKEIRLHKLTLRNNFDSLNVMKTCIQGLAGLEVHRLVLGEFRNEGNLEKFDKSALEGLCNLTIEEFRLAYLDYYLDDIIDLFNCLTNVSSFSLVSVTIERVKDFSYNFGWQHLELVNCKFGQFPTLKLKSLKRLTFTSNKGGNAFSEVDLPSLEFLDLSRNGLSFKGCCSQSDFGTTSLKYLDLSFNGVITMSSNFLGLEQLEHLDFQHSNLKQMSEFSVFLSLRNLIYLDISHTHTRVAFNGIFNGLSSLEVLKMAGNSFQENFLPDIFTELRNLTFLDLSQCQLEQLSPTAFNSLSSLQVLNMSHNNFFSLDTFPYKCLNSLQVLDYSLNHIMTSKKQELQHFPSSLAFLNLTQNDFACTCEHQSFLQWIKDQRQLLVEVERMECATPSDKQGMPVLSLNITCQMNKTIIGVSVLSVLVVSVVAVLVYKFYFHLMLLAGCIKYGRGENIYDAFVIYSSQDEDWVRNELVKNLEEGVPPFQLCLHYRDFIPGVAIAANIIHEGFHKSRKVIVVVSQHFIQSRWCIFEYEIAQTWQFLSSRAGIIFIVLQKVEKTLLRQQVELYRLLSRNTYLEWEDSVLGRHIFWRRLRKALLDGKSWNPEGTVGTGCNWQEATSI
# Target sequence (Q99836 whole entry, looked up): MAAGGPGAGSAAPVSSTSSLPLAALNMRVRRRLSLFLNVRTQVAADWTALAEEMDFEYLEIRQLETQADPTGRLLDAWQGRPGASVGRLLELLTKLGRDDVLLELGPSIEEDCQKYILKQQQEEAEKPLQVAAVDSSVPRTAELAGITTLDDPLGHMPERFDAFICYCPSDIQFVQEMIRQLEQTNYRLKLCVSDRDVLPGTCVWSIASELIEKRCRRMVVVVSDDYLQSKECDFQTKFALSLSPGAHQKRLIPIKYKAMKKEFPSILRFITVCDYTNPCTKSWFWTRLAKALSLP
# STAT3 blocker: inhibitors of IL-6 induced STAT3 signaling | U3A cells, IL-6 STAT3-luciferase reporter, luminescence; host cell line lacks STAT1 | inhibition, % at 5.5 µM | 190,000 tested, 0.89% active;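 active = inhibition above the mean inhibition across all screened compounds plus 3 SD, cut at about 44% in these data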;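 note: 0% = DMSO only wells and 100% = 100 µM nifuroxazide control wells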
# Redox H2O2 prof: compounds producing H2O2 with reducing agent – biochemical, NIH compound library profiling, artefact control for MLSCN library redox annotation, primary screen; AID 878; DTT-dependent redox cycling H2O2, phenol red/HRP absorbance; 100% = 100 µM peroxide control, 0% = buffer; activation, % at 10 µM; 200,000 tested, 0.03% active;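 active = activation of at least 50% relative to the plate's high and low controls in the primary single-dose screen; inactive = activation below 50%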;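 note: compound incubated with DTT at 0.8 mM final as the reducing agent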
# APP 5'UTR act: APP 5'UTR luciferase reporter activation. 190,000 tested, 1% active. SH-SY5Y APP 5'UTR luciferase reporter, luminescence; zero percent = DMSO vehicle wells. activation, % at 2 µM. AID 1276;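 active = activation above a set limit, based on mean plus 3 SD of controls, cut at about 140% in these data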; note: values of inactives mirror those of a sister screen read the other way
# STAT1 activator: activators of IFN-gamma induced STAT1 signaling. NIH 3T3 STAT1-luciferase reporter, luminescence; 100% = IFN-gamma alone, no compound. activation (% of control), % at 5.5 µM. 200,000 tested, 2.6% active. AID 932;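 active = activation above the screen-wide mean activation plus 3 SD, cut at about 130% in these data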;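 note: raw ratio to IFN-gamma control signal so 100% means no change and 0% no light; values of inactives mirror those of a sister screen read the other way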
# HMGR II inh: blocks class II HMG-CoA reductase of Enterococcus faecalis; purified E. faecalis HMGR, NADPH absorbance 340 nm kinetic; inhibition, % at 10 µM; 190,000 tested, 0.41% active;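 active = inhibition above a set limit, the median over all tested compounds plus 3 SD, cut at about 9.5% in these data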;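 note: enzyme runs in reverse so mevalonate oxidation gives rising NADPH absorbance; 0% = complete reaction with DMSO and 100% = background rate lacking mevalonate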
# STAT3 activator: STAT3 signaling activation. AID 871. activation (% of control), % at 5.6 µM. U3A cells, IL-6 STAT3-luciferase reporter, luminescence; 100% = signal with IL-6 EC80 alone. 190,000 tested, 0.91% active;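 active = activation above the screen-wide mean of compound activation plus 3 SD, cut at about 130% in these data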;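 note: 0% = background luminescence of wells with medium and substrate only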
#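 Material: STAT1-lacking human U3A cells, STAT3 luciferase reporter | Benchmarks: IL-6-only wells as 100% reference | Probe or stimulus: IL-6 (33 ng/mL) | Timing: Compound 1 h, then IL-6 6 h at 37 °C | Detection: Luminescence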
# Hsp70 act: transcriptional activators of Hsp70 | activation, % at 10 µM | HeLa Hsp70 promoter luciferase reporter, luminescence; scaled: vehicle 0, proteasome-inhibitor control 100% | AID 1203 | 200,000 tested, 0.04% active;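 active = activation above the mean across all tested compounds plus 3 SD, cutoff set per campaign, cut at about 5.5% in these data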;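 note: 100% = MG132 at 30 µM as the positive control and 0% = DMSO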
# Starred values were filed as active, the others as inactive; . = no result given.
# The line under a structure holds: STAT1 inh	NF-kB neuron act	TLR4-MyD88 BLA	STAT3 blocker	Redox H2O2 prof	APP 5'UTR act	STAT1 activator	HMGR II inh	STAT3 activator	Hsp70 act
> COc1ccc(CN2CC(C(=O)NCc3cccc(OC)c3)CC2=O)cc1 (configuration not stated)
→ -4	0.91	-4	3	-1.4	-1	104	-4	100	-0.1
> CCCCN1C(=O)C(=Nc2cccc3cnccc23)c2ccccc21
→ 8	1.1	10	0	-1.9	42	91	-5	102	0.0
> Cc1ccc(-c2nnc(SCC(=O)Nc3sc(C)c(C)c3C#N)n2C)cc1
→ -6	0.93	3	0	1.0	-5	111	-3	101	0.1
> NC(=O)N/N=C/c1cccc(OCc2ccc(F)cc2)c1
→ -1	0.92	-9	17	-0.1	-15	100	-3	88	0.0
> Cc1csc(=Nc2cccnc2)n1CC1CCCCC1
→ 8	1.1	-14	-14	-0.4	-16	95	-2	109	-0.4
> CCOC(=O)/C(C#N)=C1/C=Cc2ccccc2N1CC
→ 16	1.2	-4	24	-0.3	25	86	-3	84	0.0
> CCn1cc(C(=O)NCCOC)c(=O)c2ccc(C)nc21
→ -4	1.2	-5	6	2.4	6	104	-1	98	-0.3
> Cc1ccc(NC(=O)COC(=O)C2CC3C=CC2C3)cc1S(=O)(=O)N1CCCCC1 (configuration not stated)
→ 11	0.88	4	0	0.5	-2	90	4	103	-0.4
> Cc1ccc(-c2nn(C)c(=O)c3ccccc23)cc1CNC(=O)Cn1nc(-c2ccccc2)c2ccccc2c1=O
→ -7	0.92	0	-4	-3.4	15	106	-5	108	-0.2
> CC1CCN(S(=O)(=O)c2ccc(NC(=O)CCN3C(=O)c4ccccc4C3=O)cc2)CC1
→ 1	0.95	15	-13	0.1	-4	99	-7	108	-0.1
> N#CC1=C(N)Oc2cc(O)ccc2C1c1cccs1 (configuration not stated)
→ 1	0.97	-7	16	3.2	9	99	1	94	0.7
> Nc1nc2n(c1C(=O)c1ccccc1)CCC2
→ 1	1.1	19	0	0.6	7	96	1	103	-0.5
> COc1ccccc1NC(=S)NC(=O)c1c(-c2ccccc2Cl)noc1C
→ -5	1.1	6	8	-0.2	11	102	-6	95	-0.3
> Cc1ccc(C2Nc3ccc4ccccc4c3C3=C2C(=O)CC(C)(C)C3)o1 (configuration not stated)
→ -11	0.78	0	13	-0.7	-14	109	1	92	0.1
> Cc1ccc(Nc2nc(CSc3nnc(-c4cccnc4)n3-c3ccccc3F)cs2)cc1
→ -2	1.1	10	-4	0.1	6	102	-7	101	-0.2
> Cc1cc(NC(=O)c2c([N+](=O)[O-])cnn2C)no1
→ -17	1.3	-13	-3	1.2	4	115	-6	111	-0.4
> CCN(CC)S(=O)(=O)c1ccc(NC(=O)C(C)N(c2ccccc2)S(C)(=O)=O)cc1 (configuration not stated)
→ 7	1.4	6	5	0.6	21	94	-3	98	-0.4
> O=C(Cn1c(=O)sc2ccccc21)Nc1ccc2c(c1)OCCO2
→ 1	1.3	1	5	-3.1	2	99	-4	98	0.0
> CCOc1ccc(OCC)c(NC(=O)C(NS(=O)(=O)c2ccc3c(c2)oc(=O)n3C)C(C)C)c1 (configuration not stated)
→ 4	1.4	-15	2	2.3	-1	96	0	107	-0.4
> Cc1ccc(C2/C(=C(/O)c3ccccc3)C(=O)C(=O)N2CCN2CCOCC2)o1 (configuration not stated)
→ 0	1	-3	4	0.4	-4	100	-7	100	-0.5
> CCCn1c(=O)c(-c2ccccc2)c(O)c2ccccc21
→ -8	1.3	7	-1	-1.7	-6	107	-3	107	0.5
> COc1cc(C(=O)OCC(=O)NC2CCCC2)cc(NC(=O)c2ccco2)c1OC
→ 1	1.3	-8	21	0.4	1	99	0	87	0.2
> O=C1CN(C(=O)CSc2nc3ccccc3c(=O)n2CC2CCCO2)c2ccccc2N1 (configuration not stated)
→ -6	0.8	-20	2	-0.4	8	103	3	106	-0.2
> COc1ccc(-c2cc3ccccc3n2CC(O)CNC(CO)(CO)CO)cc1 (configuration not stated)
→ 2	1.3	9	-14	-0.7	-8	98	-5	113	-0.1
> Cc1ccccc1C(=O)Nc1cccc(NC(=O)Cn2cnc3c(=O)n(C)c(=O)n(C)c32)c1
→ 5	5.4*	-8	23	0.4	-13	96	2	83	-0.2
> COc1ccc(OCC(=O)N/N=C2/C=C(C)CC2)cc1
→ -10	1.1	3	-2	-1.9	-12	108	3	107	0.2
> CCCCCC(=O)NNC1=NCC(Cc2cccc(Cl)c2)S1 (configuration not stated)
→ 3	0.75	-4	8	-0.7	2	96	-5	102	-0.1
> Cc1csc(SCc2nnc(-c3ccccc3Br)o2)n1
→ -37	5.4*	1	7	-1.1	185*	134*	0	98	0.0
> Oc1ccc(CN2CCc3ccccc3C2)c2cccnc12
→ 7	5.2*	-9	8	-0.2	-87	93	1	94	-0.2
> O=C(Nc1ccccc1)OCc1ccccn1
→ -22	1.8	7	9	0.9	37	120	-7	95	0.0
> C=CCc1c(C)[nH]c2c(OC)cccc2c1=S
→ 5	1.4	0	2	-1.1	19	95	-3	100	-0.3
> CCc1nc(SCC(=O)NNC(=O)C(C)C)c2ccccc2n1
→ 8	1.1	3	10	1.6	.	93	4	96	0.1
> O=C(NC(=S)Nc1nc2ccccc2s1)c1cccs1
→ -37	2.5	-8	-66	-0.5	145*	133*	-3	151*	-0.3
> Cc1ccc(C(=O)Nc2ccc([N+](=O)[O-])cn2)o1
→ -17	1.6	-6	16	-0.7	38	116	-6	87	-0.3
> COc1cc(C2Nc3c(F)cccc3C3C=CCC32)cc(Br)c1OC (configuration not stated)
→ 2	1.5	-7	5	1.0	9	97	-8	102	-0.2
> O=C(NC1CCCCC1)C(c1cccs1)N(C(=O)c1ccccn1)c1ccccc1 (configuration not stated)
→ -1	1.2	-13	-19	-0.1	11	101	-3	114	-0.3
> Cc1cccc2sc(N(CCCN(C)C)C(=O)CN3C(=O)c4ccccc4C3=O)nc12
→ -5	1.1	7	24	-0.7	-4	104	-5	88	0.0
> CCCCNC(=O)N1c2ccccc2CC1C (configuration not stated)
→ 7	1.1	8	7	1.1	29	93	-1	105	-0.1
> CCOCCCNCC(=O)Nc1ccc(OC(F)(F)F)cc1
→ 1	1.1	-8	1	0.0	-12	99	-1	98	-0.2
> CCn1c(CSc2nnc3ccccn23)nc2cc(C(=O)O)ccc21
→ 8	0.92	7	5	3.1	-4	93	0	101	-0.1
> O=C(NNC(=S)Nc1cccc2ccccc12)c1cccc(Br)c1
→ 0	1.1	-1	-10	0.4	.	101	2	109	0.0
> CCOc1cc(N2CCOCC2)c(OCC)cc1NC(=O)COC(=O)c1cc(C)oc1C
→ 3	1.2	4	4	1.3	-1	97	-1	100	-0.2
> C/C(=N\NC(=O)C1CCCN(S(=O)(=O)c2ccccc2)C1)c1cccnc1 (configuration not stated)
→ -1	0.95	-10	6	2.1	5	101	3	101	-0.5
> Cc1ccc(C(=O)N/C(=C\c2ccc(-c3ccc(Cl)cc3)o2)C(=O)NCCCN(C)C)cc1
→ 0	1.4	6	0	-1.8	-2	99	-1	102	0.0
> Nc1c(-c2ccc(Cl)cc2)cnn1-c1cccc([N+](=O)[O-])c1
→ -18	1.8	8	21	1.6	15	116	-6	90	-0.2
> Cc1ccc(NC(=O)C(C)N2C(=O)C3C4CC(C(Br)C4Br)C3C2=O)cc1 (configuration not stated)
→ 7	0.78	5	4	-4.1	2	94	6	102	-0.1
> O=C(O)CCc1ccc(-c2cccs2)n1CC(=O)Nc1ccccc1C(F)(F)F
→ -7	0.94	3	8	-0.1	10	105	-5	99	-0.2
> CCOC(=O)CCCCNCc1ccccc1
→ 2	0.94	-7	6	-2.7	-19	99	4	98	-0.2
> CNC(=O)C1=C(C)n2c(nc3ccccc32)NC1c1ccc(OC)cc1 (configuration not stated)
→ 5	1.2	-5	-2	-0.4	20	95	-5	106	0.0
> Cc1cc(C)n2cc(CSc3nnc(N)s3)nc2n1
→ 3	0.94	0	-2	1.3	-2	97	0	103	0.0
> CCC(=O)NC(=S)Nc1cccc(C(C)=O)c1
→ -1	1.2	-3	8	-4.2	-10	101	-3	97	-0.2
> CC(C)C(=O)NNC(=O)c1ccccn1
→ 1	1.2	-7	-5	-0.3	26	99	1	105	-0.4
> COc1ccc(-c2nc(SC)n(C(=O)c3ccco3)n2)cc1
→ -14	1.9	6	-1	0.8	22	113	-10	103	-0.1
> CCSc1nnc(NC(=O)c2cc3c(s2)CCCC3)s1
→ -6	1.2	6	-1	0.6	19	104	-1	106	0.0
> COc1ccccc1Cc1noc(-c2cc(Cl)ccc2OC)n1
→ 1	1.2	-5	8	-2.9	-13	99	3	96	-0.1
> NNC(=O)CSc1cccc2cccnc12
→ -1	1	5	9	0.2	40	101	0	100	-0.1
> Cc1[nH]c2ccccc2c1C(=O)CSc1nc2cc(S(=O)(=O)N3CCCCC3)ccc2o1
→ 8	0.5	16	14	2.0	-17	93	2	91	-0.2
> CN(CC(=O)N1CCCCC1)S(=O)(=O)c1ccc(Cl)cc1
→ -4	2.2	-4	9	-0.8	4	104	-3	100	0.1
> CCN(CC)C(=O)/C(=C/c1ccc(F)cc1)NC(C)=O
→ -1	1.1	-2	-1	-0.2	-5	101	-1	104	-0.4
> Cc1c(NC(=O)CSc2nnc(N)s2)c(=O)n(-c2ccccc2)n1C
→ -10	1.1	-7	-2	0.0	-6	109	-2	101	-0.3

# The list goes on.
# The line under a structure holds: STAT1 inh	NF-kB neuron act	TLR4-MyD88 BLA	STAT3 blocker	Redox H2O2 prof	APP 5'UTR act	STAT1 activator	HMGR II inh	STAT3 activator	Hsp70 act
> CSc1nnc(-c2cccs2)n1-c1ccccc1
→ -3	0.98	6	6	1.3	-5	101	-1	97	-0.4
> N#CCCN1CCN(C(=S)c2ccc(-c3cc(Cl)ccc3Cl)o2)CC1
→ 2	0.99	-6	5	-0.1	3	98	0	96	-0.2
> COc1ccc(NC(=O)COC(=O)c2cccc(S(=O)(=O)N(C)C)c2)cc1
→ -11	1.1	-4	-6	-2.4	-5	109	-5	106	0.1
> O=S1CC/C(=N\O)c2ccccc21 (configuration not stated)
→ -1	1.2	3	1	0.8	1	99	-2	102	0.1
> CN(c1ccc(OCC(=O)OCC(=O)NCc2ccco2)cc1)S(=O)(=O)c1ccc2ccccc2c1
→ -5	1.1	-9	-4	-1.4	18	104	-3	106	-0.1
> CC(OC(=O)CNS(=O)(=O)/C=C/c1ccccc1)C(=O)Nc1ccc(S(=O)(=O)N2CCCC2)cc1 (configuration not stated)
→ 12	0.86	-8	9	-0.8	0	89	-3	100	-0.1
> Cc1ccc(C)c(C(=O)NC(C)CCc2ccccc2)c1 (configuration not stated)
→ 9	1.1	-15	9	0.3	-4	92	2	99	-0.1

# Fetched by structure from the list above (three):
# The line under a structure holds: STAT1 inh	NF-kB neuron act	TLR4-MyD88 BLA	STAT3 blocker	Redox H2O2 prof	APP 5'UTR act	STAT1 activator	HMGR II inh	STAT3 activator	Hsp70 act
> Cc1ccc(C)c(C(=O)NC(C)CCc2ccccc2)c1 (configuration not stated)
→ 9	1.1	-15	9	0.3	-4	92	2	99	-0.1
> CN(c1ccc(OCC(=O)OCC(=O)NCc2ccco2)cc1)S(=O)(=O)c1ccc2ccccc2c1
→ -5	1.1	-9	-4	-1.4	18	104	-3	106	-0.1
> COc1ccc(NC(=O)COC(=O)c2cccc(S(=O)(=O)N(C)C)c2)cc1
→ -11	1.1	-4	-6	-2.4	-5	109	-5	106	0.1
